pPAFAH FP inh: pPAFAH (human) enzyme inhibition; Q13093; recombinant pPAFAH, FP-rhodamine probe fluorescence polarization; inhibition, % at 3.39 µM; hit rate 1.5% among 330,000;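 active means inhibition above the mean inhibition across the screen plus 3 SD, cut at about 25% in these data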;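 further: inhibitors block binding of the rhodamine activity-based probe so polarization drops; 0% = enzyme with DMSO and 100% = wells lacking pPAFAH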
PAFAH2 FP inh: inhibitors of human PAFAH2; recombinant PAFAH2, FP-rhodamine activity probe, fluorescence polarization; inhibition, % at 3.39 µM; hit rate 0.99% among 340,000;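 active means inhibition above the mean over all tested compounds plus 3 SD, cut at about 30% in these data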;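 further: inhibitors block probe labeling of enzyme so polarization drops; 0% = enzyme with DMSO and 100% = wells lacking PAFAH2 protein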
GSTO1 inh: blocks human GSTO1 in RBBP9 counter-screen; P78417; recombinant GSTO1, activity-based probe fluorescence polarization; inhibition, % at 5.96 µM; hit rate 1.1% among 300,000; AID 1974;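 active means inhibition above the campaign mean inhibition plus 3 SD, cut at about 35% in these data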;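 further: 0% = GSTO1-1 with DMSO and 100% = wells lacking GSTO1-1 enzyme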
PAFAH1B2 FP inh: PAFAH1B2 (human) inhibition. inhibition, % at 3.39 µM. P68402. hit rate 1.2% among 340,000. recombinant PAFAH1B2, FP-rhodamine activity probe, fluorescence polarization;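 active means inhibition above the mean of all tested compounds plus 3 SD, cut at about 24% in these data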;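 further: 0% = enzyme with DMSO and 100% = wells lacking PAFAH1B2; many of its hits are not listed in these tables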
Target sequence (P68402 whole entry, looked up): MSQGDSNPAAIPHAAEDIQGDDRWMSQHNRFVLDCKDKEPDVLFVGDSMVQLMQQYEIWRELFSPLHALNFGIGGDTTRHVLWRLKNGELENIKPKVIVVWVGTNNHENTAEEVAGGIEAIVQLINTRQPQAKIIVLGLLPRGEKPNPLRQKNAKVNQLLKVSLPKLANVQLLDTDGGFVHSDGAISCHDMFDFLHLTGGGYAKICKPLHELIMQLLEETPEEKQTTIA
LYPLA2 counter: blocks human lysophospholipase 2, a PME1 counter-screen; recombinant LYPLA2, FP-Rh probe fluorescence polarization; O95372; hit rate 0.38% among 320,000; inhibition, % at 5.9 µM;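 active means inhibition above the screen-wide mean plus 3 SD, limit set per campaign, cut at about 26% in these data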;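 further: 0% = LYPLA2 with DMSO and 100% = wells lacking LYPLA2 enzyme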
Target sequence (O95372 whole entry, looked up): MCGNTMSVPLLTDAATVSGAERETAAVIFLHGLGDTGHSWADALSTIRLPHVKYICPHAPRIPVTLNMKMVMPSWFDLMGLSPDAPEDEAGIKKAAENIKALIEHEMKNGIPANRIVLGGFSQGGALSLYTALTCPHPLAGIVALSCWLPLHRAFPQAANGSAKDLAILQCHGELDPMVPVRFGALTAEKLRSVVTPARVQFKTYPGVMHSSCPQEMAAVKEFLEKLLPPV
PAD4 inh: inhibitors of human PAD4. recombinant PAD4, RCA probe fluorescence polarization. Q9UM07. inhibition, % at 6.36 µM. AID 485272. hit rate 0.41% among 330,000;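 active means percent inhibition above a cutoff equal to the mean of all tested compounds plus 3 SD, cut at about 15% in these data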;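 further: 0% = PAD4 with RCA probe and DMSO and 100% = probe without PAD4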
PME-1 primary: PME-1 (human) inhibition; recombinant PME-1, FP-Rh probe fluorescence polarization; inhibition, % at 5.9 µM; hit rate 0.53% among 320,000; AID 2130;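 active means inhibition above the campaign mean of all compounds plus 3 SD, cut at about 26% in these data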;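 further: competitive labeling of PME-1 active site by serine hydrolase directed probe; 0% = PME-1 with DMSO and 100% = wells lacking PME-1 enzyme; inhibitors block probe labeling so polarization falls and inhibition rises; many of its hits are not listed in these tables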
LYPLA1 counter: counter-screen for PME1 inhibitors: inhibitors of human LYPLA1 | AID 2174 | recombinant LYPLA1, FP-Rh probe fluorescence polarization | inhibition, % at 5.9 µM | hit rate 0.16% among 320,000 | O75608;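 active means inhibition above the mean of all tested compounds plus 3 SD, set per campaign, cut at about 14% in these data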;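 further: inhibitors block serine hydrolase probe labeling of LYPLA1 so polarization falls; 0% = enzyme with DMSO and 100% = wells lacking LYPLA1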
Target sequence (O75608 whole entry, looked up): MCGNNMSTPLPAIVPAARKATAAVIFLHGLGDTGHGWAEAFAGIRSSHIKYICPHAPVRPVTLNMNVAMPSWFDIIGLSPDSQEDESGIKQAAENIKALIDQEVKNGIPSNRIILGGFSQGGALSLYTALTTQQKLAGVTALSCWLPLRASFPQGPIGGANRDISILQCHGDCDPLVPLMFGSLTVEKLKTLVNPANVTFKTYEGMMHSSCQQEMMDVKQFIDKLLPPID
PAFAH1B3 FP inh: inhibitors of human PAFAH1B3; Q15102; AID 492972; inhibition, % at 3.39 µM; recombinant PAFAH1B3, FP-rhodamine probe, fluorescence polarization; hit rate 0.28% among 340,000;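 active means inhibition above the screen-wide average of all tested compounds plus 3 SD, cut at about 25% in these data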;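 further: 0% = enzyme with DMSO only and 100% = wells lacking PAFAH1B3 protein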
Target sequence (Q15102 whole entry, looked up): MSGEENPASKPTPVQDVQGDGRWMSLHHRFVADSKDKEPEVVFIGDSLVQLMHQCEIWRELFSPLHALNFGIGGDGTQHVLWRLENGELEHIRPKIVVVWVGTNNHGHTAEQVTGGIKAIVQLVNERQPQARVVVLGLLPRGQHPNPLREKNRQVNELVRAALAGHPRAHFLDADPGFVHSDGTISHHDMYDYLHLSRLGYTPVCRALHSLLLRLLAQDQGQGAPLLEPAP
* hit, by the source's call; · = no result given. Only part of the results is shown, so the mix of outcomes need not match the whole.

SMILES	pPAFAH FP inh	PAFAH2 FP inh	GSTO1 inh	PAFAH1B2 FP inh	LYPLA2 counter	PAD4 inh	PME-1 primary	LYPLA1 counter	PAFAH1B3 FP inh
Cc1ccc(C(=O)COC(=O)CNC(=O)CNC(=O)c2ccc(C)cc2)cc1	-1	2	-4	4	-1	0	-1	-1	12
CC(=O)c1cc(F)ccc1OCC(=O)Nc1ccc2c(c1)OCO2	6	2	·	-1	·	-2	·	·	2
CCC(CO)Nc1ccc(-c2nn(C)c(=O)c3ccccc23)cc1[N+](=O)[O-] (stereo not given)	0	-6	5	-6	3	-3	5	0	13
Cc1c(C(=O)N2CCc3ccccc3C2)oc2ccc(Br)cc12	2	-1	-3	0	-5	-2	-5	-6	1
COc1ccc(CCNC(=O)c2ccc3c(=O)n(Cc4ccco4)c(=S)[nH]c3c2)cc1OC	2	-7	-4	-1	-3	-2	-5	-4	3
Cc1nnc(NC(=O)C(C)Sc2nnc(CCNC(=O)c3ccccc3F)n2C)s1 (stereo not given)	-1	-1	1	1	-4	-2	-4	1	3
O=C1CC(c2ccccc2)CC2=C1C=Nc1ccccc1N2 (stereo not given)	1	-3	4	1	0	6	-1	0	4
O=S(=O)(NCc1ccncc1)c1ccc(S(=O)(=O)NCC2CCCO2)cc1 (stereo not given)	-1	3	2	0	-1	3	-3	2	13
CCc1ccc(OCCNC(=O)c2cc(SC)ccc2Cl)cc1	6	4	-7	12	4	2	7	1	9
Cc1ccc(-c2c[n+](CC(=O)Nc3cc(=O)n(C)c(=O)n3C)c3n2CCC3)cc1	4	-7	0	2	4	-3	-1	0	10
CCOC(=O)c1c(NC(=O)c2ccccc2N(C)S(=O)(=O)c2ccccc2)sc2c1CCCC2	-5	8	-3	1	-3	0	-3	-3	0
CCCC(=O)Nc1cc2c3c(c1)C(C)C(=O)N3CCC2 (stereo not given)	1	-3	12	3	0	-2	-4	1	2
CCc1ccccc1NS(=O)(=O)c1cccc2nsnc12	4	1	0	10	4	-2	1	-3	1
C(=C\c1nc2ccccc2[nH]1)/c1ccccc1	-2	-5	-13	2	-2	0	-18	-2	2
COc1ccc(COCC(CC(C)C)N2CCN(C(=O)c3cccc(C(F)(F)F)c3)CCC2=O)cc1 (stereo not given)	-2	16	5	2	-1	3	-1	2	1
Cc1ccc(NC(=O)C(=O)NCCc2c[nH]c3ccccc23)cc1C	0	-1	3	2	-4	-4	-3	-3	3
CCc1ccccc1OCC(=O)OCC(=O)c1c(N)n(C)c(=O)n(C)c1=O	0	0	2	8	4	2	7	0	1
CN(CC(=O)NNC(=O)Cc1ccccc1F)S(=O)(=O)c1ccc(Cl)cc1	4	6	-6	12	6	0	3	3	4
CCCn1nc(NC(=O)c2ccco2)c2cc3ccc(C)cc3nc21	-2	6	-1	1	-6	-1	0	-2	4
CCN(CC)c1ccc(C2C3CCCCC3(O)CCN2CC(=O)Nc2ccccc2)cc1 (stereo not given)	3	2	-5	2	-2	-2	6	-4	2
COc1cc(/C=N/N2CCCCC2)cc(OC)c1O	7	-5	23	1	-5	-10	-2	-1	7
Cn1nccc1C(=O)N/N=C/c1ccccc1[N+](=O)[O-]	5	-7	10	3	6	4	1	3	7
O=C1CC(N2CCN(Cc3ccc4c(c3)OCO4)CC2)C(=O)N1c1ccccc1 (stereo not given)	-4	-4	8	1	11	-2	0	3	-4
Cc1cc(C)nc(NC(=O)c2cccs2)n1	-3	-7	-6	8	-3	0	-5	-1	6
Cc1c(Br)cc(C(=O)N2CCN(CCO)CC2)c(C)c1C	3	4	6	2	-5	-3	-3	-1	7

3 compounds out of the list, ordered by count of non-hydrogen atoms, falling.
SMILES	pPAFAH FP inh	PAFAH2 FP inh	GSTO1 inh	PAFAH1B2 FP inh	LYPLA2 counter	PAD4 inh	PME-1 primary	LYPLA1 counter	PAFAH1B3 FP inh
CCN(CC)c1ccc(C2C3CCCCC3(O)CCN2CC(=O)Nc2ccccc2)cc1 (stereo not given)	3	2	-5	2	-2	-2	6	-4	2
CC(=O)c1cc(F)ccc1OCC(=O)Nc1ccc2c(c1)OCO2	6	2	·	-1	·	-2	·	·	2
Cc1c(Br)cc(C(=O)N2CCN(CCO)CC2)c(C)c1C	3	4	6	2	-5	-3	-3	-1	7

(cont.)
SMILES	pPAFAH FP inh	PAFAH2 FP inh	GSTO1 inh	PAFAH1B2 FP inh	LYPLA2 counter	PAD4 inh	PME-1 primary	LYPLA1 counter	PAFAH1B3 FP inh
Cc1nn(CCC#N)c(NC(=O)c2ccccc2)c1P(=O)(Nc1ccc(Br)cc1)N1CCOCC1 (stereo not given)	5	4	8	10	5	2	2	-2	-1
Cc1cc(C)cc(OC(=O)c2cccnc2)c1	7	0	0	-1	6	-1	1	0	8
COCCN(C(=S)Nc1cccc(C)c1)C(C)c1cccnc1 (stereo not given)	6	-7	0	1	-2	-1	-1	-1	2
CCN(C(=O)COc1ccc(F)cc1Br)c1c(N)n(Cc2ccccc2)c(=O)[nH]c1=O	1	-3	·	7	1	1	3	1	11
CN(C)c1nc(NCc2ccccc2)nc(N/N=C/c2ccc3c(c2)OCO3)n1	-1	10	0	2	0	3	9	-1	1
O=C(COC(=O)COc1ccc(Cl)cc1Br)NC1CCCCCC1	3	-3	·	0	0	2	5	0	-9
CCC1CCc2sc(C(=O)NCC(c3ccc(OC)cc3)N3CCOCC3)cc2C1 (stereo not given)	7	2	·	7	6	3	-1	-1	10
Cc1nn(-c2ccccc2)c(C)c1C(=O)NCc1cccs1	1	-2	7	7	4	0	-3	2	1
COc1ccc2c(CC(=O)OCC(=O)Nc3sc4c(c3C#N)CCC(C)C4)coc2c1 (stereo not given)	3	-9	0	13	-18	-1	-13	-11	15
O=C(CN1CCCCC1)Nc1ccccc1NC(=O)CN1CCCCC1	2	4	4	1	3	-2	-2	4	-10
Cn1c(NC(=O)Cc2ccc(F)cc2)cc(=O)n(C)c1=O	4	4	6	0	3	1	-3	3	4
Cc1ccc(O)c(C(=O)c2cnc3c(c2)COc2ccccc2-3)c1	1	-2	3	-2	1	-2	-5	-10	-4
CCOC(=O)c1c(NC(=O)CSc2nc3ccccc3c(=O)n2-c2ccc(F)cc2)sc(C(C)=O)c1C	1	-11	2	-2	-1	0	1	0	-4
Cc1nnc2sc(COc3ccccc3)nn2c1=O	6	3	12	3	-4	2	-3	2	8
O=C(CN(C(=O)CNS(=O)(=O)c1ccccc1)c1ccc(Cl)cc1)NCC1CCCO1 (stereo not given)	2	-6	3	3	3	2	1	-1	11
COc1ccccc1N(Cc1ccccc1)S(=O)(=O)c1cc(C(=O)O)ccc1Cl	-3	3	3	7	-1	-2	-4	-1	-1
CN(CC(=O)Nn1cnnc1)S(=O)(=O)c1ccc(Br)cc1	2	-1	6	4	1	0	0	0	3
O=C(COC(=O)CCc1nc2ccccc2s1)Nc1ccc(Cl)cn1	2	0	3	9	3	1	2	-2	8
Fc1ccc(C2CCCN2Cc2nc(-c3cnccn3)no2)cc1 (stereo not given)	2	4	-4	9	-4	3	1	-4	4
Cc1ccc(C(=O)NCCc2nnc3ccc(SCC(=O)N4CCCC4)nn23)cc1	0	7	1	-3	-2	-2	5	-2	0
COC(=O)c1cccc(NS(=O)(=O)c2ccc(OC)c(C(=O)N3CCOCC3)c2)c1C	3	4	-2	1	-5	-3	-8	-6	6
Nc1nc(-c2ccc3c(c2)CCCC3)cs1	5	8	3	10	-4	6	0	-2	12
CC(=O)Nc1ccc(S(=O)(=O)Nc2ccc3c(c2)OCCO3)cc1	6	5	8	7	-1	0	-4	-2	1
CCCCN1C(=O)C(=O)N(CC(=O)Nc2cc(Cl)ccc2OC)C1=O	3	1	·	-5	-3	0	-1	-2	-1
CC(C)(C)[C@@H]1C=C(C(=O)O)O[C@H](OCc2ccc(CO)cc2)C1	2	-2	5	-1	5	0	3	-4	11

New compounds follow:
SMILES	pPAFAH FP inh	PAFAH2 FP inh	GSTO1 inh	PAFAH1B2 FP inh	LYPLA2 counter	PAD4 inh	PME-1 primary	LYPLA1 counter	PAFAH1B3 FP inh
CN(C)c1ccc(NC2=C([N+](=O)[O-])CS(=O)(=O)C2)cc1	39*	3	9	2	7	-10	-6	1	12
O=C(NCc1ccc(F)cc1)C(c1ccc(Cl)cc1)N(C(=O)c1csnn1)C1CC1 (stereo not given)	-1	1	9	2	6	-2	2	-1	-1
CCC1(CC)C(=O)C2=C3C1[C@H](C(=O)OC)CC(C(=O)OC)C[C@H]3n1c(=O)n(-c3ccccc3)c(=O)n1[C@H]2C (stereo not given in full)	3	·	5	·	-5	-1	2	-1	·
O=C(NC1CCCC1)C(c1cccnc1)N(Cc1ccc(F)cc1)C(=O)c1csnn1 (stereo not given)	4	1	-2	13	-5	-2	-2	-2	2
Cc1cc(NC(=O)CC(C)C)c(=O)n(Cc2cccc(F)c2)c1	0	-9	6	5	0	-2	0	2	6
Cc1cccc(C(C)n2nnc3ccccc32)c1O (stereo not given)	5	3	6	-3	0	-2	-2	3	6
O=S(=O)(c1ccccc1)N1CCc2ccccc21	-2	3	1	8	-5	-1	4	-1	1
O=C(Nc1ccccc1)c1ccc[nH]1	-4	0	3	1	0	-2	7	0	-1
CC#CCN1c2ccccc2[C@]23C[C@@H](C(=O)OC)N(C(=O)OCC)C2=NC(C(=O)OC)=C(C(=O)OC)[C@H]13	2	-12	2	7	-1	-3	4	-1	-7
COC(=O)Cc1cc(=O)[nH]c(/N=C(\N)Nc2ccc(C)cc2C)n1	6	-3	-1	0	3	-4	2	2	-2
CCCCN1C(=O)CCC(C(=O)O)C1c1ccc(OC)cc1 (stereo not given)	3	-3	5	-5	-2	1	-2	3	4
CCc1ccc(N2CC(C(=O)NCC(C)(C)N3CCOCC3)CC2=O)cc1 (stereo not given)	-1	6	·	6	6	-2	2	-1	-7
CCOC(=O)Cc1c(Cl)c2ccccc2[nH]c1=O	0	-5	3	-4	3	-2	1	-1	-3
Cc1cc(=O)[nH]c(N/N=C/c2ccc3c(c2)OCCO3)n1	0	-11	3	2	-2	-2	1	0	-1
CC[n+]1c(/C=C/c2ccc(N(C)C)cc2)ccc2ccccc21	-12	-27	-54	-6	-46	-75	-82	-21	-23
CCCNC(=O)CCCN1C(=O)c2ccccc2Sc2ncccc21	4	-13	0	1	-1	4	2	-6	12
O=C(NCCN1C(=O)S/C(=C\c2cccs2)C1=O)c1ccc(=O)[nH]c1	8	·	6	·	2	-2	1	-3	·
C[C@H](CO)N1C[C@H](C)[C@@H](CN(C)Cc2ccc(C(=O)O)cc2)Oc2c(NS(=O)(=O)c3cn(C)cn3)cccc2C1=O	1	-2	·	-1	·	2	·	·	3
Cn1c(COc2ccc(Cl)cc2)nnc1SCC(=O)NC1CCCC1	8	6	6	3	3	0	-3	-1	-2
Cc1ccc(C(=O)c2cn(-c3ccc(F)c(Cl)c3)nn2)cc1	5	5	3	-3	2	-1	2	0	1
CCOc1ccc(NC(=O)C2CC(=O)N(CCc3ccc(OC)c(OC)c3)C2)cc1OCC (stereo not given)	-1	4	·	-4	-2	-11	1	-2	8
O=S(=O)(CCSc1nc2ccccc2o1)Cc1ccccc1	11	-7	7	0	2	1	-3	1	5
Cc1ccc(NC(=O)c2cc(F)c(F)cc2Cl)nc1	3	2	2	2	3	-2	2	0	7
Cc1ccccc1NC(=O)C(C)c1cccc(C(=O)c2ccccc2)c1 (stereo not given)	7	-1	2	4	-10	-5	-2	-4	13
CC1CN(c2snnc2C=C2C(=O)OC(C)(C)OC2=O)CC(C)O1 (stereo not given)	0	-4	14	8	-4	0	-6	-5	3
C=CCNCCCCOc1ccc(OCC)cc1	-1	-5	-1	4	7	1	3	6	7

High-throughput results: PubChem, The Scripps Research Institute Molecular Screening Center
